ABCG2 block: human ABCG2 inhibition, ABCB1 as counter-screen; Q9UNQ0; IgMXP3 cells, JC-1 efflux, flow cytometry; inhibition, % at 6.6 µM; actives 0.1% (n = 190,000);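 active means inhibition above 80%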;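 further: 0% = DMSO and 100% = nicardipine control wells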
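Test system: IgMXP3 (ABCG2) plus far-red-tagged CCRF-Adr (ABCB1) cells / Amount: 3 million cells/mL in well / Reagent: JC-1 transporter substrate / Timing: 10 min compound exposure, 25 °C / Signal: flow cytometry, 530 nm JC-1 signal / Read-out: percent efflux inhibition, scaled nicardipine 100% to DMSO 0% / Benchmarks: nicardipine as high control, DMSO as low control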
Rab2A wt mod: changes GTP binding to wildtype dog Rab2A, up or down | P61105 | actives 0.19% (n = 190,000) | AID 760 | GST-Rab2 wt beads, Bodipy-GTP binding, flow cytometry | GTP binding activity, % at 10 µM;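 active means GTP binding activity at least 20 points away from 100%, either lowered or raised; inconclusive means signal likely due to the compound's own green fluorescence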;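 further: 0% = beads with excess unlabeled GTP and 100% = no-compound control corrected for plate trend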
HRas wt GTP: human HRas wildtype GTP binding, change in either direction | P01112 | GST-Ras wt beads, Bodipy-FL-GTP binding, flow cytometry; actives lie on both sides | GTP binding activity, % at 10 µM | actives 0.14% (n = 190,000);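 active means GTP binding activity at least 20% away from the 100% baseline, either lowered as inhibitor or raised as activator; inconclusive means flagged as likely green fluorescent, judged across all proteins in the well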;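 further: 0% = unlabeled GTP competition control and 100% = no-compound control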
Target sequence (P01112 whole entry, looked up): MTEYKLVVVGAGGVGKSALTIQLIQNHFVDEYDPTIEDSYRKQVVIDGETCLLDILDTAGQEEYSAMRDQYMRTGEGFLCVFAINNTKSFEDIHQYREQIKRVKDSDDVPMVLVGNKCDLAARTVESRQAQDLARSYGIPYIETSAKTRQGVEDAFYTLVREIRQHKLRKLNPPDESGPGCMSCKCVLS
Rab7 wt GTP bind: alters GTP binding to wildtype dog Rab7; GTP binding activity (percent of control), % at 10 µM; GST-Rab7 beads, fluorescent GTP binding, flow cytometry; actives lie on both sides; untreated = 100%, excess cold GTP = 0%; actives 0.055% (n = 190,000); AID 758;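 active means fluorescent GTP binding to Rab7 beads changed by at least 20 points from the 100% baseline, either direction, mostly lower; inconclusive means compound itself probably fluorescent, or too few beads counted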;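 further: median green fluorescence of bound Bodipy-FL-GTP per Rab7 bead population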
Cdc42 wt: changes GTP binding to wildtype human Cdc42; P60953; GST-Cdc42 beads, Bodipy-GTP binding, flow cytometry; actives lie on both sides; percent activity (GTP binding), % at 10 µM; actives 0.2% (n = 190,000); AID 761;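 active means percent activity GTP binding at least 20 points away from the 100% baseline, either down as inhibitor or up as activator; inconclusive means compound flagged as likely green fluorescent from well-wide comparison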;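 further: median bead fluorescence of bound Bodipy-FL-GTP at 100 nM; 0% = excess unlabeled GTP control and 100% = no compound control; below 100% means less GTP binding so inhibitor and above means activator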
Target sequence (P60953 whole entry, looked up): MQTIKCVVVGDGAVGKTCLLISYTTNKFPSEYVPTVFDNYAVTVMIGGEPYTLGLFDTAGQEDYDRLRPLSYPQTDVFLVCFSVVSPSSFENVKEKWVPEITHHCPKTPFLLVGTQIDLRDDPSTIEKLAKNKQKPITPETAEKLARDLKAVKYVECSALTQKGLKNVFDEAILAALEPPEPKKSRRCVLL
Avidin fluor: avidin bead compound fluorescence profile; fluorescence (KMESF) at 10 µM; Avidin beads, compound fluorescence 488/530 nm, flow cytometry; active compounds read high; actives 0.38% (n = 220,000); in the data active means fluorescence above about 47; further: inactives centre near 10
Pf gametocyte: P. falciparum stage V gametocyte viability inhibition; inhibition, % at 10.9 µM; P. falciparum stage V gametocytes, ATP luminescence, 24 h; actives 0.065% (n = 150,000);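 active means inhibition above the mean plus 3 SD of compounds within the control limits, set per campaign, cut at about 38% in these data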;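 further: 0% = DMSO wells and 100% = medium only without gametocytes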
Mcl1 Noxa PPI: Mcl-1/Noxa interaction inhibition; TR-FRET Mcl-1/Noxa peptide binding, 2 h; AID 1022; actives 1.5% (n = 220,000); inhibition, % at 21.7 µM;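 active means compounds that cut the protein-peptide binding signal by more than 50% relative to plate controls in a single-dose test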;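 further: His-tagged Mcl-1 with rhodamine Noxa BH3 peptide and terbium anti-His antibody; 0% = Mcl-1 plus Noxa peptide wells and 100% = peptide-only wells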
Target sequence (Q07820 whole entry, looked up): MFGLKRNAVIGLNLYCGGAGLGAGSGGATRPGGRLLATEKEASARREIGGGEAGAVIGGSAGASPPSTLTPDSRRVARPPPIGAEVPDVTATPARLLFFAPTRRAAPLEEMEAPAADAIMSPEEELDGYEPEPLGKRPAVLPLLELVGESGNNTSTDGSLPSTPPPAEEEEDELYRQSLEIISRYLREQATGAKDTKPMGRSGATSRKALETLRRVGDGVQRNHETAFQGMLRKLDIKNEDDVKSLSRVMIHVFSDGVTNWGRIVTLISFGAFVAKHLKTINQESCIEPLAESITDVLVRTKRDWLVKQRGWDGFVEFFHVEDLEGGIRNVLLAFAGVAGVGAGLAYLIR
Rac1 mut GTP: human Rac1 activated mutant GTP binding change. percent activity (GTP binding), % at 10 µM. GST-Rac1 activated beads, fluorescent GTP binding, flow cytometry; actives lie on both sides; 100% means binding = to untreated wells. P63000. actives 0.11% (n = 190,000);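 active means GTP binding at least 20 percentage points away from the 100% baseline, in either direction, so actives lie on both sides; inconclusive means Compound likely fluorescent itself, or too few beads counted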
ABCB1 inh: blocks JC-1 efflux by human ABCB1 transporter; inhibition, % at 6.6 µM; actives 0.067% (n = 190,000); CCRF-Adr cells, flow cytometry; P08183; in the data active means inhibition above about 40%;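 further: 0% = vehicle and 100% = reference inhibitor; higher value means more JC-1 retained so stronger ABCB1 efflux block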
Rac1 wt modul: alters GTP binding to wildtype human Rac1; GST-Rac1 beads, fluorescent GTP binding, flow cytometry; actives lie on both sides; 0 = cold GTP competed, 100 = untreated; AID 757; actives 0.27% (n = 190,000); GTP binding activity (% of control), % at 10 µM;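 active means GTP binding activity at least 20 points away from the 100% control level, either lower or higher; inconclusive means compound flagged as likely green fluorescent, judged across all proteins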
* marks the source's active call; other numbers are inactive results; ? = inconclusive; . = no result given.

SMILES	ABCG2 block	Rab2A wt mod	HRas wt GTP	Rab7 wt GTP bind	Cdc42 wt	Avidin fluor	Pf gametocyte	Mcl1 Noxa PPI	Rac1 mut GTP	ABCB1 inh	Rac1 wt modul
O=C(COC(=O)c1cc(-c2cccc(Br)c2)nc2ccccc12)NCC1CCCO1 (stereo unspecified)	8	95	94	95	95	10	.	16	95	0.9	98
Cc1cc(Nc2cccc([N+](=O)[O-])c2)n2c(nc3ccccc32)c1C#N	0	96	99	98	98	31	.	19	96	0.1	94
O=C(NN=C(Cc1ccccc1)Cc1ccccc1)c1ccccc1O	1	92	95	96	88	7	-5	-20	92	0.3	97
CC(=O)N1CCN(S(=O)(=O)c2cccc(C(=O)Nc3nc4c(s3)CCCC4)c2)CC1	1	104	103	105	103	12	.	17	99	0.3	100
N#CCCCSC1=C(C#N)C(c2ccccc2Cl)CC(=O)N1 (stereo unspecified)	41	96	99	96	98	28	.	7	98	0.8	101
Cc1onc(-c2ccccc2Cl)c1C(=O)Nc1nnc(-c2ccc(F)cc2)s1	-5	97	100	98	96	5	.	9	96	-2.3	102
Cc1ccc(-n2cc(C(=O)c3ccc(N4CCN(C)CC4)cc3)nn2)cc1Cl	1	98	96	97	97	8	-24	18	96	0.2	99
C=CCNc1cnn(CC(C)=O)c(=O)c1Br	3	?	?	?	?	15	8	1	?	0.3	?
Oc1cc(-c2ccccc2)c2ccccc2c1	1	97	99	98	98	12	-5	7	97	0.1	102
Cc1[nH]c2ccccc2c1C1(O)C(=O)N(Cc2ccc3c(c2)OCO3)c2ccccc21 (stereo unspecified)	-3	103	105	105	105	12	12	14	98	-5.5	101
COc1ccccc1NC(=O)CN1CCC(c2nc3ccc(C)cc3[nH]2)CC1	2	94	94	92	96	9	-21	-3	98	1.6	95
COC(=O)c1ccc(NC(=S)N2CCN(C)CC2)cc1	3	105	102	108	100	9	-4	10	99	-0.1	104
CCN(CC)P(=O)(Nc1ccc(C)cc1Br)c1ccc(N(C)C)cc1NC(=O)c1ccco1 (stereo unspecified)	0	92	90	102	90	9	9	12	92	2.9	95
CC1CCN(CCc2nc3cc(NS(=O)(=O)c4ccccc4)ccc3n2C)CC1	4	100	101	100	103	9	.	10	99	0.2	105
CC(=O)CSc1nnc(Cc2ccc([N+](=O)[O-])cc2)o1	3	99	99	97	100	13	.	2	96	0.9	99
Cn1c(/C=C/c2cccc([N+](=O)[O-])c2)nc2ccccc2c1=O	6	95	96	96	98	10	9	-7	96	1.2	98
Cn1nnnc1SCc1nnc(-c2ccccc2Br)o1	3	106	105	107	103	11	-12	17	103	0.8	105
OCCC1CN(C2CCN(c3ccccc3)CC2)CCN1Cc1ccc(F)c(F)c1 (stereo unspecified)	1	99	96	96	99	10	-2	0	96	0.8	101
Cc1ccc(OCC(O)Cn2nc(C)cc2C)cc1 (stereo unspecified)	1	96	97	100	97	7	-3	13	99	0.4	102
CC(C)Cn1c2c(c(O)c(C(=O)Nc3ccc(F)cc3)c1=O)CCCC2	2	101	99	101	96	24	.	13	95	0.0	98
CCC1=[N+](CC(=O)c2ccc(C)cc2)CCn2c(C)ccc21	1	100	100	97	100	12	.	-5	100	0.2	100
COC(=O)CSc1nnc(CNC(=O)c2ccc(OC)cc2OC)n1C	1	106	107	105	105	14	.	8	100	0.1	104
Cc1ccc(CNc2ncnc3c2cnn3-c2ccccc2)cc1	-1	107	107	109	107	9	12	-9	105	-0.1	116
C=CCn1c(SCC(=O)/C(C#N)=C(\C)N)nnc1C1CCCCC1	1	103	104	104	104	8	.	15	101	0.4	105
C=CCn1c(SCCOC)nc2c1c(=O)[nH]c(=O)n2C	4	100	100	98	101	5	.	9	98	1.0	106
Brc1ccc(CN2CCSCC2)cc1	4	103	101	99	107	14	7	5	102	0.1	106
Cc1nn(Cc2ccccc2Cl)c2sc(C(=O)Nc3nccs3)cc12	-6	97	99	99	101	13	0	8	99	7.6	105
COc1ccc(CCNc2oc(COc3ccccc3Cl)nc2C#N)cc1OC	10	102	102	99	101	21	.	3	99	0.9	105
CCCc1ccc(OCCNC(=O)C2CCCCC2)cc1	19	96	96	97	95	8	1	6	97	0.4	98
CCc1ccc(NC(=O)c2cc(-c3ccco3)on2)cc1	18	101	103	103	103	36	.	30	98	0.2	108
CCC(=O)NC(=S)Nc1cccc(Cl)c1N1CCCCC1	4	103	104	100	102	6	4	14	104	0.9	105
COc1ccc2oc(=O)c(C(=O)N3CCN(c4ccccc4C)CC3)cc2c1	2	100	103	102	105	14	.	3	100	0.1	108
CCOC(=O)C1(CC2CCCCO2)CCN(Cc2nc(C(C)C)cs2)CC1 (stereo unspecified)	8	98	97	96	98	14	21	4	95	0.0	103
CCOc1cc(NC(=O)c2ccccn2)c(OCC)cc1NC(=O)c1ccccc1	1	96	96	96	95	10	-8	-5	96	0.6	101
O=C(NCC(=O)N(CC1CCCO1)C(C(=O)NC1CCCC1)c1cccnc1)c1ccco1 (stereo unspecified)	0	100	102	103	100	36	-10	1	99	0.1	104
Cc1sc2nc(C3CC3)nc(NCCNS(=O)(=O)c3ccccc3)c2c1C	8	98	98	91	95	7	1	8	100	27	96
O=C(c1cccc2ccccc12)N1CCN=C1SCc1ccc([N+](=O)[O-])cc1	18	99	99	99	99	12	-17	-7	96	2.2	100
COc1ccc(S(=O)(=O)NCc2ccccn2)cc1Cl	2	101	99	99	102	16	.	12	98	0.4	102
Cc1cc(C2=NNC(=NCCc3ccccc3)SC2)c(C)n1CC1CCCO1 (stereo unspecified)	2	94	97	95	99	12	22	33	96	1.9	99
COc1cccc(C(=O)Nc2ccc(N(C)C)cc2)c1OC	0	100	100	101	100	43	.	65*	96	0.0	102
O=C(/C=C/c1ccccc1)NCCc1ccc2c(c1)OCCO2	13	93	97	97	103	12	-6	19	97	0.5	100
N#CC1=C2N=C(N)c3ccccc3N2C2=C(C(=O)CCC2)C1c1cccc(Cl)c1 (stereo unspecified)	4	98	99	93	99	7	.	-6	100	0.0	104
Cc1cc(-c2ccc(N3CCOCC3)cc2)nc2ccccc12	47	98	98	102	100	24	11	9	96	1.5	103
CCCCSc1nn[nH]n1	0	103	102	102	104	5	6	18	100	0.2	104
CCOC(=O)C1CN(S(=O)(=O)c2ccc(Cl)cc2)c2cc(S(=O)(=O)CC)ccc2O1 (stereo unspecified)	8	98	97	99	94	10	.	16	95	7.2	100
CCOC(=O)c1cc(NC(=O)c2ccc(OC)cc2)c(=O)oc1-c1ccccc1	3	96	96	93	95	8	-5	-10	98	1.3	107
Cc1ccc(NC(=O)c2oc3c(c2C)C(=O)CC(C)(C)C3)cc1	52	96	95	99	91	10	.	11	94	1.9	97
NC(=O)CNC(=O)[C@@H]1CC2(CC(c3ccccc3)=NO2)CN1C(=O)c1ccc(Br)cc1 (stereo partly specified)	1	95	99	96	99	10	.	10	94	0.4	95
Cc1ccc(N=Cc2c(O)ccc3ccccc23)cc1F	-1	95	94	94	94	2	9	34	95	1.9	100
Cc1nnc(SCc2ccc([N+](=O)[O-])cc2)[nH]c1=O	5	102	102	109	102	5	.	16	98	2.4	104
COc1ccc(C(=O)Nc2c(Cl)cc(Cl)cc2C(=O)N2CCOCC2)cc1	6	99	99	102	100	5	-7	3	98	3.3	102
CN(CC(=O)Nc1ccc(Cl)c(Cl)c1)C(=O)/C=C/c1ccc(F)cc1	14	96	99	100	96	22	11	2	96	0.1	99
CCOC(=O)c1ccc(NC(=O)CSc2nc3ncccc3[nH]2)cc1	5	100	102	103	103	14	13	3	99	1.2	103
COCc1[nH]nc2c1C1(C(=O)N(C)c3ccccc31)C(C#N)=C(N)O2 (stereo unspecified)	-1	98	99	94	101	9	14	0	98	-0.2	100
O=C(c1ccc2nc(N3CCOCC3)sc2c1)N1CCCC1	4	105	103	100	104	24	.	10	102	0.9	107
COc1ccc(/C=N/n2c(SC)nnc2-c2ccccc2)cc1C	16	98	98	97	92	11	.	6	97	0.1	105
Cc1ccc(C(=O)CSc2n[nH]c(-c3ccco3)n2)cc1C	5	98	100	100	98	5	-12	-11	97	0.9	100
CNC(=S)N1CCc2ccccc2C1	7	101	102	98	102	13	.	-4	100	0.3	107
Cc1ccc(-c2noc(CN3CCC(C(N)=O)CC3)n2)cc1	0	99	98	97	98	3	.	23	97	0.6	98
C=CCn1c(SCc2c(C)noc2C)nc2sc3c(c2c1=O)CCC(C)C3 (stereo unspecified)	33	103	101	101	99	11	2	12	98	7.1	104

Continuation:
SMILES	ABCG2 block	Rab2A wt mod	HRas wt GTP	Rab7 wt GTP bind	Cdc42 wt	Avidin fluor	Pf gametocyte	Mcl1 Noxa PPI	Rac1 mut GTP	ABCB1 inh	Rac1 wt modul
O=C(O)C1CCN(C(=O)c2ccccc2C(=O)N2CCC(C(=O)O)CC2)CC1	3	100	103	103	97	17	-3	14	99	-2.0	102
Cc1ccc(CNc2ccc3c(c2)ncn3C(C)(C)C)cc1	1	103	101	111	102	4	-4	18	99	0.2	101
Cc1ccsc1C1NC(=O)c2ccccc2N1 (stereo unspecified)	5	99	99	95	98	34	.	18	99	0.3	101
CC(=O)NC12CC3CC(C1)CC(C(=O)OCC(=O)NC(=O)c1cccn1C)(C3)C2	-1	104	103	104	105	10	-28	-11	101	-0.2	108
CCOC(=O)c1ccc(NC(=O)CN2C(=O)CSCC2=O)cc1	-1	100	101	100	101	17	-6	7	100	0.3	103
S=c1[nH]cc(-c2ccc(Cl)cc2)n1-c1ccccc1	5	99	98	99	93	10	-37	12	99	0.2	103
O=C(Cn1c(CSc2ccccc2)nc2ccccc21)Nc1ccccc1	1	100	103	104	102	8	.	3	101	0.5	109

Pulled by compound from the entries so far, 3 records:
SMILES	ABCG2 block	Rab2A wt mod	HRas wt GTP	Rab7 wt GTP bind	Cdc42 wt	Avidin fluor	Pf gametocyte	Mcl1 Noxa PPI	Rac1 mut GTP	ABCB1 inh	Rac1 wt modul
S=c1[nH]cc(-c2ccc(Cl)cc2)n1-c1ccccc1	5	99	98	99	93	10	-37	12	99	0.2	103
Cc1ccc(CNc2ccc3c(c2)ncn3C(C)(C)C)cc1	1	103	101	111	102	4	-4	18	99	0.2	101
O=C(Cn1c(CSc2ccccc2)nc2ccccc21)Nc1ccccc1	1	100	103	104	102	8	.	3	101	0.5	109
